MazEF act: increases E. coli MazEF RNase cleavage of RNA. P0AE70. FAM/BHQ RNA-DNA oligo cleavage fluorescence, 5 h. activation, % at 20 µM. actives 0.32% (n = 350,000); in the data active = activation above about 50%
Target sequence (P0AE70 whole entry, looked up): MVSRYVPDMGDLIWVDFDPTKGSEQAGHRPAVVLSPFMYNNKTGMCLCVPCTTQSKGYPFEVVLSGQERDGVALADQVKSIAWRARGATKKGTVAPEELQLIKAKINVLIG
SARS 3CLpro inh: SARS-CoV 3CLpro protease inhibition; P0C6X7; recombinant SARS-CoV 3CLpro, quenched FRET peptide cleavage; inhibition, % at 6 µM; actives 0.14% (n = 290,000); AID 1706; in the data active = inhibition above about 12%
CCHFV vOTU inh: blocks the CCHF virus ovarian tumor domain protease. CCHFV vOTU protease, Pep-AMC fluorescence. inhibition, % at 11.5 µM. actives 0.55% (n = 370,000). AID 651958; in the data active = inhibition above about 30%; note: 0% = vehicle wells with enzyme and 100% = no enzyme wells
VHR inh abs: inhibitors of human VHR1 phosphatase (DUSP3). actives 0.52% (n = 290,000). AID 1654. recombinant VHR phosphatase, pNPP absorbance. inhibition, % at 13.3 µM. P51452; in the data active = inhibition above about 50%; note: some compounds called inactive have numbers as strong as hits
Target sequence (P51452 whole entry, looked up): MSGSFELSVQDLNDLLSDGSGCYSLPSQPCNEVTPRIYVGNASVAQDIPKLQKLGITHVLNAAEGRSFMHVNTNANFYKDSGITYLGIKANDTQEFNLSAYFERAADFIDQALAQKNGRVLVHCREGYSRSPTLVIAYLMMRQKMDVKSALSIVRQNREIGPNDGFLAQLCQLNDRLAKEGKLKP
Y pestis TopoI: Y. pestis Topo-I inhibition via cleavage products | activity, % at 10 µM | Y. pestis Topo-I cleavage product accumulation, plate reader | AID 504884 | actives 0.064% (n = 360,000); in the data active = activity above about 50%, passing the limit was not always enough; note: inactives centre near 2
PrPC surface inh: inhibitors of human cell surface prion protein PrPC. AID 720596. actives 0.43% (n = 370,000). inhibition, % at 13.8 µM. TR-FRET read-out; in the data active = inhibition above about 24%; note: 0% = median of the test wells and 100% = reference compound wells
BH1578 lux ind: quorum light induction in luxS cqsA deficient V. cholerae; V. cholerae BH1578 lux reporter, luminescence, 6 h; activation, % at 18.7 µM; actives 0.16% (n = 350,000); AID 588436; in the data active = activation mostly above about 9.7%, no sharp cut-off; note: not every result past the cut was called active; inactives centre near 0; reference of the scale not given here
Rv3671c protease: inhibitors of M. tuberculosis serine protease Rv3671c; inhibition, % at 5.96 µM; actives 0.048% (n = 320,000); P9WHR9; in the data active = inhibition above about 38%;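 note: extracellular domain of Rv3671c used as enzyme; 0% = enzyme with DMSO and 100% = no enzyme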
Target sequence (P9WHR9 whole entry, looked up, the tested form may be a part): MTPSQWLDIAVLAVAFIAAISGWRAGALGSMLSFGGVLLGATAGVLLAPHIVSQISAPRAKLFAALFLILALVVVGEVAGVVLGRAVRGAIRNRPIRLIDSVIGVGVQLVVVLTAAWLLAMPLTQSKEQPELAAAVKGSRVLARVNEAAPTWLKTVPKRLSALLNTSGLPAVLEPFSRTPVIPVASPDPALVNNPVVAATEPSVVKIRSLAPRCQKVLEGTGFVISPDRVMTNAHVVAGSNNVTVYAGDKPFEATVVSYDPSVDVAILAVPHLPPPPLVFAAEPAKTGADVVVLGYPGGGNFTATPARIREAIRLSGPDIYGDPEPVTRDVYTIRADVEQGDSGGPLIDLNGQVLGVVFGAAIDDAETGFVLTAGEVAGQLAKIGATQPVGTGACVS
TcdB inh: TcdB glycohydrolase inhibition. P18177. TcdB glycohydrolase enzymatic assay, plate reader. inhibition, % at 9.99 µM. actives 0.24% (n = 350,000). AID 652162; in the data active = inhibition above about 10%
PriA SSB inh: K. pneumoniae PriA-SSBct interaction inhibition. AlphaScreen SSBct-PriA binding, biotinylated peptide. inhibition, % at 33 µM. actives 0.6% (n = 430,000); in the data active = inhibition mostly above about 37%, no sharp cut-off; inactive = mostly below about 20%;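 note: plate controls were negative control peptide for no effect and reference peptide for full effect; strong numbers were not always called active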
The depositor's hits bear a star; i = inactive; . = not tested or not shown; & = joins results of further samples. This is a subset; count on the stated rates, not on these rows.

SMILES	MazEF act	SARS 3CLpro inh	CCHFV vOTU inh	VHR inh abs	Y pestis TopoI	PrPC surface inh	BH1578 lux ind	Rv3671c protease	TcdB inh	PriA SSB inh
COc1ccc(Oc2ccc(NC(=O)c3ccccc3C)cc2)cc1	-6.8	2.1	8.2	26.9	16.3	2.4	-0.3	-4.3	0.9	-12.9
CC(C)C[C@H](NC(=O)Nc1cccc(Cl)c1)C(=O)O	6.1	-1.4	-3.2	20.9	10.6	-1.5	-0.7	5.3	.	2.4
O=C1CN(C(=O)COc2cccc(F)c2)c2ccccc2N1	.	-0.4	-13.9	4.0	.	5.8	.	-3.9	1.9	.
O=C1C=CC(O)(c2cc(=O)c3c(O)cc(O)cc3o2)C=C1	6.8	-0.9	12.8	-10.7	-4.4	82.2*	i	-20.4	0.8	-12.4
CCOC(=O)C1=C(CC)Nc2ccccc2N=C1NC(=O)c1cc(S(=O)(=O)N2CCOCC2)ccc1C	-3.3	.	-0.3	.	0.0	-0.5	-0.6	-2.7	0.0	5.5
C[C@H](CO)N1C[C@H](C)[C@@H](CN(C)S(=O)(=O)c2cn(C)cn2)Oc2ccc(NC(=O)C3CCCCC3)cc2C1=O	0.2	.	4.8	.	12.1	4.2	1.0	3.1	-1.4&-0.3	-3.7
CCOc1ccc2c(C)c(C)c(=O)oc2c1OCC	7.2	-2.7	-5.0	11.9	-5.7	-8.5	-0.1	-10.3	.	-15.2
CCCn1c(=O)[nH]c(=O)c2c1nc(-c1ccccc1OC(F)F)n2CCOC	-1.8	0.3	-11.4	10.0	9.2	2.1	i	0.1	.	5.1
O=C(O)CC1SC(=Nc2cccc(O)c2)NC1=O (configuration not stated)	-1.0	2.8	22.8	-11.2	5.7	-5.8	-0.2	-2.3	.	-1.1
CC(C)N(Cc1cc2ccccc2[nH]c1=O)C(=O)C1CCCCC1	0.4	0.0	-5.0	-11.9	7.7	5.4	i	-0.4	.	3.7
O=C1c2ccccc2-c2nc3ncnn3c(-c3ccccc3Cl)c21	8.1	-3.9	-1.3	37.6	-14.4	-23.0	-0.4	-7.3	-0.8	-0.1
COc1ccccc1COC(=O)N/C=C/c1ccco1	-12.2	1.8	-1.3	-2.4	7.3	4.6	-0.3	-3.4	-0.4	-14.0
O=C(Cn1cc2c(n1)CCCCC2)NCCN1CCOCC1	16.3	1.1	-0.9	-31.6	-6.6	0.7	-0.4	5.2	0.8	-1.4
CC1CCN(C(=O)COC(=O)c2cn(C)c3ccccc23)CC1	9.3	.	-16.3	.	10.9	5.7	i	1.4	-1.1	-4.8
Cc1onc(-c2ccccc2)c1C(=O)OCC(=O)Nc1ccc(OC(F)(F)F)cc1	0.8	.	19.0	.	-0.7	1.0	-3.7	-63.5	-0.2	-5.4
COC(=O)CN1C(=O)CN=C(c2ccccc2Cl)c2cc(Br)ccc21	5.9	2.3	2.7	44.0	3.3	1.9	-0.5	2.8	0.3	-5.8
COc1ccc(CN2C(=O)C(CC(=O)NCCCCc3ccccc3)CC(C(=O)N3CCOCC3)=C2C)cc1 (configuration not stated)	3.9	.	1.8	.	22.4	3.1	-0.4	.	-5.0	.
O=C(N/N=C/c1c[nH]c2ccccc12)c1ccn(Cc2ccc(Cl)cc2)n1	13.7	-0.9	23.5	17.8	-9.8	2.9	-0.7	4.9	.	.
COc1ccc(C(=O)N2CCCCC2c2cc(C(=O)NCc3ccccc3)no2)cc1 (configuration not stated)	.	.	10.3	.	25.2	-10.8	-5.0	.	1.2	.
COc1ccc(CNC(=O)COc2ccccc2C(=O)c2cnn(-c3ccccc3)c2)cc1OC	-7.8	.	8.0	.	22.1	2.6	i	-6.3	2.6	5.2
Cc1ccc(C(NC(=O)c2ccccc2)C(Cl)(Cl)Cl)cc1 (configuration not stated)	5.6	-2.1	18.5	-11.0	0.6	10.7	-0.4	-8.8	.	-2.1
CS(=O)(=O)N1CCN(c2ccc(NC(=O)Cc3ccccc3)cc2)CC1	12.6	-4.7	0.2	10.8	4.5	-1.3	-5.0	-4.6	.	-7.4
CCN1C(=O)/C(=C/c2ccc(C)s2)SC1=Nc1ccc(OC)cc1	-11.9	-6.1	-4.5	20.2	6.6	4.8	-0.2	-0.4	.	5.5
COc1ccc(N2C(=O)CC(SCCc3nc4ccccc4[nH]3)C2=O)cc1 (configuration not stated)	-5.5	0.5	-7.0	31.6	0.3	-1.9	i	-4.9	1.0	1.0
COc1ccc(CCN(C(=O)C(F)(F)F)C(C(=O)NC2CCCC2)c2cccs2)cc1OC (configuration not stated)	1.7	1.6	12.6	-1.8	21.4	3.6	-0.4	-12.9	0.7	-4.9
(list continues)
SMILES	MazEF act	SARS 3CLpro inh	CCHFV vOTU inh	VHR inh abs	Y pestis TopoI	PrPC surface inh	BH1578 lux ind	Rv3671c protease	TcdB inh	PriA SSB inh
CC(C)(C)c1cc(C(C)(C)C)cc(S(=O)(=O)CCc2ccccn2)c1	-2.7	2.3	22.2	11.9	39.8	-0.4	-0.4	-6.7	.	-11.6
O=C(O)C1CCCN(C(=O)/C=C/c2ccccc2)CC1 (configuration not stated)	.	.	-2.8	.	4.5	-5.5	i	.	0.0	.
CC(=O)Nc1ccc(-c2csc(NC(=O)C3CC(=O)N(c4ccc5c(c4)OCCO5)C3)n2)cc1 (configuration not stated)	6.3	2.2	19.2	11.2	-1.5	4.4	i	-7.3	1.0	-12.3
COc1ccccc1NC(=O)N1CCC(c2nc3cc(C)c(C)cc3[nH]2)CC1	-0.3	0.1	-6.8	13.3	-2.7	-4.1	-1.7	-5.6	.	-0.1
CN(CC(=O)NCc1ccncc1)S(=O)(=O)c1ccc(Br)cc1	2.2	-1.8	-4.3	22.9	-5.0	5.9	-1.0	-7.3	-0.8	-14.5
CCCCC(=Nc1ccc(N)cc1)C1=C(O)C(C(=O)OC)C(C)(C)CC1=O (configuration not stated)	1.7	6.3	91.9*	26.9	6.4	-8.2	2.1	-14.8	.	14.4
Cc1noc(/C=C/N(C)C)c1S(=O)(=O)N1CCN(c2ccc(F)cc2)CC1	6.0	-0.2	22.2	7.4	21.5	3.9	-0.8	-2.8	0.2	3.5
Cc1[nH]n(-c2cccc(Cl)c2)c(=O)c1-c1ccc(Cl)cc1	-1.2	6.5	4.5	6.4	-7.8	3.2	i	-1.1	.	-9.7
CCCCCC1CC(=O)N(Cc2ccc(Cl)cc2)C(=O)N1 (configuration not stated)	11.1	1.7	5.8	17.2	29.5	-4.2	i	4.0	.	-8.8
CCn1c(COc2ccccc2)nnc1SCC(=O)Nc1ccc2c(c1)OCCO2	-0.8	-0.1	3.1	14.2	4.1	2.4	.	-5.9	.	-29.8
Cc1nn(C)c(C)c1CN(C)C(=O)c1nn2c(c1Br)NC(c1cccs1)CC2C(F)(F)F (configuration not stated)	1.1	2.7	3.3	4.6	2.5	4.8	i	1.2	1.7	-1.7
COc1ccc(-c2cc(C(=O)Nc3cnn(Cc4ccccc4C)c3)no2)cc1OC	-19.1	-0.2	.	13.0	-3.1	.	-0.1	-1.7	0.9	-5.1
Cc1cccc(N=Cc2cc3c(cc2[N+](=O)[O-])OCO3)c1	1.6	8.2	0.3	35.7	-2.9	-12.0	i	7.2	.	45.0*
CC(C)Nc1nc(NCCOc2ccccc2Cl)c2sccc2n1	.	.	1.7	.	-16.8	12.1	i	.	1.1	.
CN1CCN(Cc2cccc(Oc3ccc(Cl)cc3)c2)CC1	3.9	-0.9	-13.8	-10.8	-1.1	5.0	-13.4	-2.6	-0.1	-4.1
CN(Cc1ccc(Cl)s1)C(=O)CN1C(=O)N(C)C2(CCCCC2)C1=O	0.4	.	0.3	.	1.2	2.1	-0.3	.	0.6	-10.2
COC(=O)c1c(C)oc2ccc(N(C(=O)Oc3ccccc3)S(=O)(=O)c3ccc(Cl)c([N+](=O)[O-])c3)cc12	-6.9	0.8	.	11.3	1.4	.	-0.2	-5.5	.	-10.9
Cc1ccc2c(COC(=O)CNC(=O)c3ccco3)cc(=O)oc2c1C	-1.1	.	17.4	.	3.3	-1.0	-2.7	4.9	0.3	-5.1
CCCCN1CN(S(=O)(=O)c2cccs2)c2nc3ccccc3nc21	.	-2.1	-2.0	6.0	.	-1.7	.	.	.	.
NC(=O)c1ccsc1NC(=O)COC(=O)c1c(F)cccc1Cl	-11.5	.	8.7	.	-0.6	-2.8	i	-11.5	1.3	-9.3
O=Cc1ccc(OCC(=O)N2CCc3ccccc32)c(Br)c1	2.8	.	-4.8	.	11.0	-1.1	-2.8	.	-1.7	-11.6
O=C(Nc1ccc2c(c1)OCCO2)c1cccs1	2.4	3.0	-3.4	8.3	-2.1	3.8	i	-8.2	1.1	-3.4
O=C(NNC(=O)[C@@H]1CCCC[C@@H]1C(=O)O)c1cccs1	7.2	4.5	4.2	22.5	1.1	3.5	-0.3	-2.6	.	-4.4
COc1ccc(/C=N\Nc2ccccn2)c(OC)c1	-10.2	1.2	10.7	12.7	5.7	5.0	-1.8	.	-0.2	.
O=C(/C=C/c1ccccc1)N1CCN(C(=O)c2ccco2)CC1	4.2	3.1	1.2	0.9	14.3	-4.3	-1.0	6.2	.	-2.8
(further entries)
SMILES	MazEF act	SARS 3CLpro inh	CCHFV vOTU inh	VHR inh abs	Y pestis TopoI	PrPC surface inh	BH1578 lux ind	Rv3671c protease	TcdB inh	PriA SSB inh
COc1cc(CCN2C(=O)c3cccc4cccc(c34)C2=O)c(S(=O)(=O)NCCCO)cc1OC	-1.0	-3.0	12.5	7.1	15.1	-32.5	i	-5.8	.	3.9
Cn1c(=O)[nH]c(=O)c2c1nc(N(CCO)Cc1ccccc1)n2CCCc1ccccc1	7.9	0.1	10.6	-0.2	22.5	8.7	-0.1	0.9	2.1	6.3
COc1cc(CN2CCCC(N3CCN(c4ccccc4C)CC3)C2)cc(Cl)c1O (configuration not stated)	4.6	-2.8	-11.9	6.1	22.6	8.4	0.7	-3.6	-2.9	19.5
C[C@H](CO)N1C[C@H](C)[C@@H](CN(C)S(=O)(=O)c2ccccc2)Oc2c(NC(=O)Nc3ccc(C(F)(F)F)cc3)cccc2C1=O	9.9	.	11.2	.	5.8	1.3	i	-41.6	2.1&0.9	12.1
CC(C)(C)S(=O)(=O)/C(C#N)=C/c1cccn1S(=O)(=O)c1ccccc1	.	.	24.8	.	19.6	3.8	i	.	1.3	.
CCc1ccccc1N(CC(=O)NCc1ccco1)C(=O)CCC(=O)Nc1nccs1	4.5	-0.1	-8.3	15.8	7.7	-9.6	-4.0	12.6	0.3	1.2
CCSc1ccc([C@@H]2[C@H]3C(=O)N(CC)C(=O)[C@H]3[C@]3(C(=O)OC)CCCCN23)cc1	-32.2	.	10.4	.	16.5	-3.7	-0.4	-8.2	1.0	2.0
O=C(NCCC1CCCCN1S(=O)(=O)c1ccc(Cl)cc1)C(=O)NCc1ccco1 (configuration not stated)	-1.8	.	6.3	.	-13.1	2.0	-1.0	-8.4	1.1	2.0
Cc1ccc(S(=O)(=O)N(C)C)cc1NC(=O)C1CCCC1	2.4	2.0	-2.6	-4.6	1.4	1.7	i	-5.5	.	-17.1
Cn1c(SCC(=O)C(C)(C)C)nnc1-c1cccnc1	1.3	4.2	8.3	8.2	11.9	-5.4	5.9	-5.7	.	2.4
C=C(C)CNC(=S)N/N=C/c1c(F)cccc1F	-3.4	1.2	8.9	-4.0	12.4	8.3	-0.3	-1.7	4.4	.

Ordered by number of heavy atoms (ascending): some entries from above.
SMILES	MazEF act	SARS 3CLpro inh	CCHFV vOTU inh	VHR inh abs	Y pestis TopoI	PrPC surface inh	BH1578 lux ind	Rv3671c protease	TcdB inh	PriA SSB inh
C=C(C)CNC(=S)N/N=C/c1c(F)cccc1F	-3.4	1.2	8.9	-4.0	12.4	8.3	-0.3	-1.7	4.4	.
Cn1c(SCC(=O)C(C)(C)C)nnc1-c1cccnc1	1.3	4.2	8.3	8.2	11.9	-5.4	5.9	-5.7	.	2.4
Cc1ccc(S(=O)(=O)N(C)C)cc1NC(=O)C1CCCC1	2.4	2.0	-2.6	-4.6	1.4	1.7	i	-5.5	.	-17.1
CC(C)(C)S(=O)(=O)/C(C#N)=C/c1cccn1S(=O)(=O)c1ccccc1	.	.	24.8	.	19.6	3.8	i	.	1.3	.
